PfHsp40 yeast: compounds rescuing yeast from Plasmodium falciparum HSP40 toxicity; 0.68% of 340,000 active; S. cerevisiae expressing PfHsp40, growth rescue, ATP luminescence; AID 504582; growth rescue, % at 12.5 µM; in the data active means growth rescue above about 28%, passing the limit was not always enough;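 further: yeast W303a lacking pdr1 and pdr3 grown in galactose medium; growth measured after three days at 30 °C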
Mtb UGM inh: Mtb UDP-galactopyranose mutase inhibition | P9WIQ1 | purified UGM, fluorescence polarization probe displacement | inhibition, % at 10 µM | 0.06% of 320,000 active | AID 504406; in the data active means inhibition above about 10%, passing the limit was not always enough
Target sequence (P9WIQ1 whole entry, looked up): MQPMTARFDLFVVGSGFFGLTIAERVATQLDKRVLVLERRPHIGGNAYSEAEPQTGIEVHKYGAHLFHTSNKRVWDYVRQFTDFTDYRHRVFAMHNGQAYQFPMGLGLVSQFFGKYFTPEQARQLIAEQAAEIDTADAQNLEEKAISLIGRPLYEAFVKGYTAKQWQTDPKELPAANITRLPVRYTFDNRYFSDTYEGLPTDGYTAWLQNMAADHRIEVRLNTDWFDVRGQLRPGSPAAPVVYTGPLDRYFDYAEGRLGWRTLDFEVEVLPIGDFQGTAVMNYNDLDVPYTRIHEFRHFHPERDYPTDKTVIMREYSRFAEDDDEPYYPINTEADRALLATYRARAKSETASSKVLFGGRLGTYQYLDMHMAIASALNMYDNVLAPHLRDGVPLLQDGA
BioA inh: BioA (M. tuberculosis) enzyme inhibition; purified M. tuberculosis BioA enzyme, plate reader; inhibition, % at 9.99 µM; 0.096% of 360,000 active; in the data active means inhibition above about 40%
FBA Mtb inh: inhibits M. tuberculosis FBA enzyme; P9WQA3; purified M. tuberculosis FBA, fluorescence read-out; inhibition, % at 1 µM; 2.3% of 360,000 active; AID 588726; in the data active means inhibition above about 27%;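 further: 0% = vehicle and 100% = reference inhibitor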
Target sequence (P9WQA3 whole entry, looked up): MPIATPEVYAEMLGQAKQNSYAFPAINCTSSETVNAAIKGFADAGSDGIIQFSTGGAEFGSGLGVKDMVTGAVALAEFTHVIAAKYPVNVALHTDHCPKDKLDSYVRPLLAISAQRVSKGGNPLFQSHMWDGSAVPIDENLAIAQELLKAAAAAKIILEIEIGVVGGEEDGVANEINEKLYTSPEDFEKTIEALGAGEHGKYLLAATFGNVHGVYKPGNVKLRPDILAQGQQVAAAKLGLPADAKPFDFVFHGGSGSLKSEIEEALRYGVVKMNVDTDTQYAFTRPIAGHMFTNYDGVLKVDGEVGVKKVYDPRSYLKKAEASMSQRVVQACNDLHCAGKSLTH
TcdB GH inh: blocks C. difficile toxin B glycohydrolase activity; inhibition, % at 9.99 µM; AID 652162; TcdB glycohydrolase enzymatic assay, plate reader; P18177; 0.24% of 350,000 active; in the data active means inhibition above about 10%
GDH-TPI counter: counter-screen for M. tuberculosis FBA inhibitors: GDH-TPI coupled enzymes; 1.2% of 360,000 active; inhibition, % at 4.8 µM; GDH-TPI coupled enzyme counterscreen, NADH absorbance; AID 588335; in the data active means inhibition above about 30%;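 further: 0% = DMSO wells and 100% = wells lacking the enzyme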
Vc quorum ag: inducers of Vibrio cholerae quorum light production without autoinducers. V. cholerae BH1578 lux reporter, luminescence, 6 h. activation, % at 18.7 µM. 0.16% of 350,000 active; in the data active means activation mostly above about 9.7%, no sharp cut-off; further: not every result past the cut was called active; inactives centre near 0; reference of the scale not given here
Yp Topo-I inh: Y. pestis Topo-I inhibition via cleavage products | activity, % at 10 µM | Y. pestis Topo-I cleavage product accumulation, plate reader | AID 504884 | 0.064% of 360,000 active; in the data active means activity above about 50%, passing the limit was not always enough; further: inactives centre near 2
FadD28 binding: M. tuberculosis FadD28 bisubstrate binding inhibition; FadD28 bisubstrate probe binding, fluorescence polarization; inhibition, % at 12.5 µM; 0.22% of 360,000 active; in the data active means inhibition above about 8.5%, passing the limit was not always enough
* marks the source's active call; other numbers are inactive results.

Results for CC(Sc1ccccc1)C(=O)NNC(=O)c1ccncc1 (centres undefined) ?
PfHsp40 yeast: -1.0; Mtb UGM inh: -3.3; FBA Mtb inh: 3.9; TcdB GH inh: 1.8; GDH-TPI counter: 5.6; Vc quorum ag: inactive; Yp Topo-I inh: 0.6; FadD28 binding: -1.3

What do the screens show for `CCOC(=O)COc1ccc(Br)cc1C1NC(=O)NC(C)=C1C(=O)NCc1ccccc1` (centres undefined)?
PfHsp40 yeast: -0.7; Mtb UGM inh: 0.8; BioA inh: 0.0; FBA Mtb inh: -2.5; TcdB GH inh: 1.4; GDH-TPI counter: 9.6; Vc quorum ag: -4.2; Yp Topo-I inh: 11.0; FadD28 binding: -4.2

Results for CCCCOc1ccc(-c2csc(N)n2)cc1[N+](=O)[O-] ?
PfHsp40 yeast: 140.9*; Mtb UGM inh: -0.7; FBA Mtb inh: -0.3; GDH-TPI counter: 4.1; Vc quorum ag: -0.2; Yp Topo-I inh: -5.4; FadD28 binding: -0.2

Results for COc1ccc(OC(=O)N2C/C(=C/c3ccccc3)C(=O)/C(=C\c3ccccc3)C2)cc1 ?
PfHsp40 yeast: -0.6; FBA Mtb inh: 0.3; TcdB GH inh: 0.8; GDH-TPI counter: 19.7; Yp Topo-I inh: 7.5; FadD28 binding: -3.3

What do the screens show for `O=C(CCn1cccc1)NCc1ccccc1`?
PfHsp40 yeast: -0.9; Mtb UGM inh: -0.2; BioA inh: -2.5; FBA Mtb inh: 1.7; GDH-TPI counter: 3.8; Vc quorum ag: -0.4; Yp Topo-I inh: -7.4; FadD28 binding: -2.8

Results for CCc1cc(C(=O)N(CC(C)C)c2c(N)n(Cc3ccccc3)c(=O)[nH]c2=O)sc1C ?
PfHsp40 yeast: -0.4; Mtb UGM inh: 2.0; BioA inh: 0.9; FBA Mtb inh: 6.0; TcdB GH inh: 1.0; GDH-TPI counter: 10.3; Vc quorum ag: -2.3; Yp Topo-I inh: 0.8; FadD28 binding: -1.5

What do the screens show for `O=C1c2cccc3cccc(c23)C(=O)N1CCN1CCN(CC(O)COc2ccc3ccccc3c2)CC1` (centres undefined)?
PfHsp40 yeast: 0.4; Mtb UGM inh: -1.0; BioA inh: -3.3; FBA Mtb inh: -0.4; TcdB GH inh: 0.6; GDH-TPI counter: -3.9; Vc quorum ag: -1.4; Yp Topo-I inh: -4.5; FadD28 binding: -5.1

Results for CCN(C(=O)c1cccnc1SC)C12CC3CC(CC(C3)C1)C2 ?
PfHsp40 yeast: 7.2; Mtb UGM inh: 0.3; BioA inh: 1.7; FBA Mtb inh: 1.3; TcdB GH inh: 1.1; GDH-TPI counter: -6.0; Vc quorum ag: -1.2; Yp Topo-I inh: 29.1; FadD28 binding: -2.4

What do the screens show for `COc1ccc(CCNC(=O)COc2ccc(S(=O)(=O)N3CCOCC3)cc2)cc1`?
PfHsp40 yeast: 0.1; Mtb UGM inh: -0.3; BioA inh: 5.3; FBA Mtb inh: -0.5; GDH-TPI counter: 5.7; Vc quorum ag: inactive; Yp Topo-I inh: 5.0; FadD28 binding: -1.2

What do the screens show for `c1cc(-c2ccc(CN3CCOCC3)cc2)n2ccnc2c1`?
BioA inh: 0.1; FBA Mtb inh: active; TcdB GH inh: 0.0; GDH-TPI counter: 8.0; Vc quorum ag: -0.5; Yp Topo-I inh: 2.6; FadD28 binding: -2.2

Some of these compounds in order of length of the SMILES, low to high.
Results for CCCCOc1ccc(-c2csc(N)n2)cc1[N+](=O)[O-] ?
PfHsp40 yeast: 140.9*; Mtb UGM inh: -0.7; FBA Mtb inh: -0.3; GDH-TPI counter: 4.1; Vc quorum ag: -0.2; Yp Topo-I inh: -5.4; FadD28 binding: -0.2

What do the screens show for `COc1ccc(CCNC(=O)COc2ccc(S(=O)(=O)N3CCOCC3)cc2)cc1`?
PfHsp40 yeast: 0.1; Mtb UGM inh: -0.3; BioA inh: 5.3; FBA Mtb inh: -0.5; GDH-TPI counter: 5.7; Vc quorum ag: inactive; Yp Topo-I inh: 5.0; FadD28 binding: -1.2

Results for CCc1cc(C(=O)N(CC(C)C)c2c(N)n(Cc3ccccc3)c(=O)[nH]c2=O)sc1C ?
PfHsp40 yeast: -0.4; Mtb UGM inh: 2.0; BioA inh: 0.9; FBA Mtb inh: 6.0; TcdB GH inh: 1.0; GDH-TPI counter: 10.3; Vc quorum ag: -2.3; Yp Topo-I inh: 0.8; FadD28 binding: -1.5

The list continues.
Results for O=C(Cc1c(F)cccc1Cl)N1CCOCC1 ?
PfHsp40 yeast: 0.7; Mtb UGM inh: -0.9; FBA Mtb inh: -0.9; TcdB GH inh: 1.0; GDH-TPI counter: 2.8; Vc quorum ag: inactive; Yp Topo-I inh: 6.4; FadD28 binding: 0.4

How did CCCn1cc(S(=O)(=O)c2ccccc2)c(=O)c2cc(OCC)ccc21 do in these assays?
PfHsp40 yeast: 1.2; Mtb UGM inh: -1.6; BioA inh: -1.4; FBA Mtb inh: 6.3; TcdB GH inh: 1.0; GDH-TPI counter: 11.8; Vc quorum ag: -0.2; Yp Topo-I inh: -2.0; FadD28 binding: -2.0

Results for Nc1nonc1C(=O)NCCc1ccccc1 ?
PfHsp40 yeast: -1.1; Mtb UGM inh: -1.6; BioA inh: -4.0; FBA Mtb inh: 2.6; TcdB GH inh: 1.4; GDH-TPI counter: 16.9; Vc quorum ag: -0.3; Yp Topo-I inh: -2.5; FadD28 binding: 1.3

How did Cc1ccc(Cn2nc(C)c(NC(=O)CSc3nc4c(c(C(F)(F)F)n3)CCc3ccccc3-4)c2C)cc1 do in these assays?
PfHsp40 yeast: 0.7; Mtb UGM inh: -3.7; BioA inh: -1.2; FBA Mtb inh: -6.8; TcdB GH inh: 0.4; GDH-TPI counter: 4.7; Vc quorum ag: -1.4; Yp Topo-I inh: 3.6; FadD28 binding: -5.3

Results for Cc1[nH]c(=O)c(C(=O)c2cc(Cl)ccc2O)cc1C(=O)O ?
PfHsp40 yeast: -0.9; Mtb UGM inh: 3.4; BioA inh: -0.7; FBA Mtb inh: -1.6; TcdB GH inh: 0.8; GDH-TPI counter: 15.1; Vc quorum ag: -0.9; Yp Topo-I inh: 4.8; FadD28 binding: 0.3

How did COc1ccc(C(=O)NC(=S)Nc2ccc3c4c(cccc24)CC3)cc1OC do in these assays?
PfHsp40 yeast: 1.1; Mtb UGM inh: 0.5; BioA inh: -3.3; FBA Mtb inh: 11.2; GDH-TPI counter: 11.8; Vc quorum ag: inactive; Yp Topo-I inh: -2.6; FadD28 binding: -1.7

How did N/C(=N\OC(=O)Cc1cccs1)c1ccc(Br)cc1 do in these assays?
PfHsp40 yeast: -1.1; Mtb UGM inh: -0.7; BioA inh: 0.6; FBA Mtb inh: -1.0; TcdB GH inh: -1.6; GDH-TPI counter: 3.1; Vc quorum ag: inactive; Yp Topo-I inh: 10.6; FadD28 binding: -2.1

Results for Cc1ccc([N+](=O)[O-])cc1NC(=O)C1CCN(S(C)(=O)=O)CC1 ?
PfHsp40 yeast: -0.6; Mtb UGM inh: 0.9; BioA inh: -0.8; FBA Mtb inh: -5.8; GDH-TPI counter: 4.4; Vc quorum ag: -1.0; Yp Topo-I inh: 4.1; FadD28 binding: -0.7

What do the screens show for `CCOCCCNc1nc2c(C)cccn2c(=O)c1/C=C1\SC(=S)N(CC(C)C)C1=O`?
PfHsp40 yeast: -1.5; Mtb UGM inh: -4.6; FBA Mtb inh: -0.5; GDH-TPI counter: 1.8; Vc quorum ag: -0.1; Yp Topo-I inh: -5.8; FadD28 binding: 0.8

Results for CN(CC(=O)NCC1CCCO1)S(=O)(=O)c1cc(Cl)ccc1Cl (centres undefined) ?
PfHsp40 yeast: 0.8; Mtb UGM inh: 0.4; BioA inh: -2.6; FBA Mtb inh: -3.0; GDH-TPI counter: 4.9; Yp Topo-I inh: 2.3; FadD28 binding: 0.1

What do the screens show for `O=S(=O)(c1ccccc1)N1CCCC1c1nc2ccccc2s1` (centres undefined)?
PfHsp40 yeast: -0.2; Mtb UGM inh: 0.1; BioA inh: -0.4; FBA Mtb inh: 4.4; GDH-TPI counter: -2.4; Vc quorum ag: inactive; Yp Topo-I inh: 20.1; FadD28 binding: -4.2

What do the screens show for `Nc1c(Cl)cc(C2=NCCn3nc4ccccc4c32)cc1Cl`?
PfHsp40 yeast: 0.7; Mtb UGM inh: -0.9; BioA inh: 4.2; FBA Mtb inh: -1.5; TcdB GH inh: 5.2; GDH-TPI counter: 13.4; Vc quorum ag: -0.8; Yp Topo-I inh: 7.3; FadD28 binding: -1.3

Results for CCOc1ccc(S(=O)(=O)N2CCN(C(=O)c3cc(S(=O)(=O)N4CCOCC4)ccc3C)CC2)cc1 ?
PfHsp40 yeast: 0.7; BioA inh: -1.4; FBA Mtb inh: 2.5; TcdB GH inh: 0.1; GDH-TPI counter: 7.4; Vc quorum ag: inactive; Yp Topo-I inh: 8.6; FadD28 binding: -0.2

What do the screens show for `CC(C)(CO)N1CCN(C(=S)Nc2ccccc2)CC1`?
PfHsp40 yeast: 0.8; Mtb UGM inh: 0.4; FBA Mtb inh: 1.2; TcdB GH inh: -1.5; GDH-TPI counter: -3.7; Vc quorum ag: inactive; Yp Topo-I inh: 2.3; FadD28 binding: 0.1

Results for N#CC1=C(N)OC2=C(C(=O)CCC2)C1C1CC=CCC1 (centres undefined) ?
PfHsp40 yeast: 0.1; Mtb UGM inh: -1.5; BioA inh: -5.1; FBA Mtb inh: 2.4; GDH-TPI counter: 10.2; Vc quorum ag: -7.1; Yp Topo-I inh: -5.5; FadD28 binding: 0.1

How did Cc1ccc2nc(NCC(=O)NN)nc(-c3ccccc3)c2c1 do in these assays?
PfHsp40 yeast: 3.0; Mtb UGM inh: 3.2; BioA inh: -0.3; FBA Mtb inh: 26.3; TcdB GH inh: -0.9; GDH-TPI counter: 18.6; Vc quorum ag: inactive; Yp Topo-I inh: 15.2; FadD28 binding: 0.0

What do the screens show for `O=C(CC1S/C(=N/N=C/c2cccs2)NC1=O)Nc1ccc(Cl)c(Cl)c1` (centres undefined)?
PfHsp40 yeast: -2.0; FBA Mtb inh: -0.7; GDH-TPI counter: 15.8; Vc quorum ag: -0.2; Yp Topo-I inh: -5.6; FadD28 binding: -1.3

What do the screens show for `Cc1cc(NC(=O)C23CC4CC(C2)CC(n2cnc([N+](=O)[O-])n2)(C4)C3)no1`?
PfHsp40 yeast: 0.2; Mtb UGM inh: 1.5; BioA inh: 0.2; FBA Mtb inh: -2.2; TcdB GH inh: 1.7; GDH-TPI counter: 12.4; Vc quorum ag: -12.2; Yp Topo-I inh: 5.5; FadD28 binding: -0.5

What do the screens show for `COc1ccc(CN(C)C(=O)c2ccccc2OCc2c(C)noc2C)c(OC)c1`?
PfHsp40 yeast: 0.4; Mtb UGM inh: 5.0; BioA inh: 0.9; FBA Mtb inh: 1.1; TcdB GH inh: 6.4; GDH-TPI counter: 2.2; Vc quorum ag: -0.5; Yp Topo-I inh: 10.8; FadD28 binding: -1.7

What do the screens show for `O=[N+]([O-])c1ccccc1Sc1nccn1Cc1ccccc1`?
PfHsp40 yeast: -1.0; Mtb UGM inh: 1.8; BioA inh: -0.4; FBA Mtb inh: 8.5; GDH-TPI counter: 0.0; Vc quorum ag: 1.3; Yp Topo-I inh: 0.1; FadD28 binding: -1.5

What do the screens show for `COc1ccc(NC(=O)Nc2ccc(OC)cc2)cc1`?
PfHsp40 yeast: -1.5; Mtb UGM inh: -0.9; BioA inh: -1.3; FBA Mtb inh: 2.2; GDH-TPI counter: 9.7; Vc quorum ag: 5.0; Yp Topo-I inh: 3.3; FadD28 binding: -0.3

Results for CC/C=C(/NC(C)=O)c1ccccc1 ?
PfHsp40 yeast: -1.0; Mtb UGM inh: -0.7; BioA inh: -0.7; FBA Mtb inh: -0.3; TcdB GH inh: 2.2; GDH-TPI counter: -8.5; Vc quorum ag: inactive; Yp Topo-I inh: -4.6; FadD28 binding: 1.8

What do the screens show for `COc1ccc(C)cc1NS(=O)(=O)c1ccc2c(c1)CCN2C(C)=O`?
PfHsp40 yeast: -0.7; Mtb UGM inh: -2.2; BioA inh: 0.1; FBA Mtb inh: 1.9; TcdB GH inh: -1.1; GDH-TPI counter: -2.6; Vc quorum ag: inactive; Yp Topo-I inh: -0.6; FadD28 binding: -2.0

How did Nc1nonc1-n1nnc(C(=O)N/N=C/c2ccc(Cl)cc2Cl)c1CN1CCOCC1 do in these assays?
PfHsp40 yeast: -1.2; Mtb UGM inh: -0.7; BioA inh: -0.2; FBA Mtb inh: -3.8; TcdB GH inh: 0.3; GDH-TPI counter: -1.1; Vc quorum ag: -0.5; Yp Topo-I inh: -2.8; FadD28 binding: 0.4

High-throughput results (PubChem BioAssay)
